Assay outcomes from PubChem BioAssay.
AMPAR-TARP mod – modulators of GluA2-stargazin AMPA receptor complexes, primary screen, cell-based, membrane potential dye | Voltage-dependent calcium channel gamma-2 subunit (Mus musculus) + Glutamate receptor 2 … | HEK293 GluA2+stargazin, membrane potential dye (FDSS), glutamate EC50; hits were called plate by plate, in both directions | calls only at 30 µM | actives 3.5% (n = 40,000) | AID 1259245, 2017;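 active means any of four per-well response measures lying three or more SD from its plate-wide compound average, in either direction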
AMPAR-TARP mod agonism max-min – also measured in AMPAR-TARP mod; calls as there; compound max-min signal; compound-alone response (agonism);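 unitless range of fluorescence divided by baseline over first 100 seconds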
AMPAR-TARP mod glutamate slope – recorded beside AMPAR-TARP mod, whose call it bears; glutamate slope, % of max; measured here: glutamate response slope, % max;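 scaled per plate between vehicle wells and maximal 1 mM glutamate control wells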
Numbers without * were called inactive; i = inactive; + = active, no number. These rows are one share of the data; rates above refer to the full screens.

Below each SMILES – AMPAR-TARP mod glutamate slope | AMPAR-TARP mod | AMPAR-TARP mod agonism max-min
COc1ccc(Cl)cc1NC(=O)Nc1c(C)nc2ccccn2c1=O
→ 57.8 | i | 0.105
O=S(=O)(NCCOc1ccc(-c2cccs2)nn1)c1ccc(Cl)s1
→ 75.1 | i | 0.0362
Cc1nc(NC(=O)c2ccc(-n3cccc3)cc2)sc1C(=O)N(C)C
→ 48.6 | i | 0.0895
Cc1nc(NCCCn2ccnc2)nc(NCc2ccco2)c1[N+](=O)[O-]
→ 66.7 | i | 0.203
Cn1c(=O)[nH]c(=O)c2c1nc(Br)n2CC(=O)C(C)(C)C
→ 51.0 | i | 0.126
COc1ccc(-n2c(C)c(C)n3c4c(=O)n(CC(N)=O)c(=O)n(C)c4nc23)c(OC)c1
→ 52.6 | i | 0.0537
CC(=O)c1sc(NC(=O)CS(=O)(=O)Cc2ccccc2)nc1C
→ 53.9 | i | 0.109
COc1ccc(-c2csc(-n3nc(C)cc3NC(=O)C(C)C)n2)cc1OC
→ 58.9 | i | 0.0528
Cc1cccc(-c2noc(-c3cn(CC(=O)Nc4ccc(C)c(C)c4)c4nc(C)ccc4c3=O)n2)c1
→ 25.1 | i | 0.0513
O=C(Cc1ccc(Cl)cc1)Nc1ccc(CC(=O)N2CCCC2)cc1
→ 26.8 | i | 0.0628
CCOc1ccc(S(=O)(=O)NCCN2CCC(c3cccs3)CC2)cc1C
→ 49.3 | i | 0.137
CCN1CCc2c(sc(NC(=O)C3CC3)c2-c2nc3ccccc3s2)C1
→ 74.8 | i | 0.182
CCn1nc(C)cc1C(=O)Nc1nc(-c2ccc(C(C)C)cc2)cs1
→ 56.7 | i | 0.0969
Cc1c(C)n2c3c(=O)n(CC(N)=O)c(=O)n(C)c3nc2n1-c1ccccc1F
→ 34.9 | i | 0.0756
COc1cccc2sc(NC(=O)C3CCN(S(=O)(=O)c4ccc(F)cc4)CC3)nc12
→ 48.1 | i | 0.097
Cn1ccnc1N1CCN(CC(=O)NCc2ccccc2Cl)CC1
→ 32.8 | i | 0.0411
O=C(NCCc1c[nH]c2ccccc12)C1CN(C(=O)c2cnccn2)C1
→ 62.5 | i | 0.0979
O=C(NCC1CCN(C(=O)c2ccccc2F)CC1)C(=O)Nc1ccon1
→ 60.8 | i | 0.0842
CC1CC(C)CN(S(=O)(=O)c2ccc(C(C)(C)C)cc2)C1 (centres undefined)
→ 28.9 | i | 0.0815
COc1cccc(C(=O)NCCS(=O)(=O)N2CCCCC2)c1
→ 61.3 | i | 0.0925
COc1ccc(S(=O)(=O)N2CCCCC2CC(=O)NCc2ccc(C)cc2)cc1 (centres undefined)
→ 57.4 | i | 0.0468
O=C1CCc2cc(S(=O)(=O)N3CCN(Cc4ccccc4)CC3)cc3c2N1CC3
→ 54.2 | i | 0.117
O=C(Cc1ccc(NS(=O)(=O)c2cccs2)cc1)N1CCOCC1
→ 59.3 | i | 0.0927
O=[N+]([O-])c1ccccc1S(=O)(=O)NCCOc1ccc(-c2ccccc2)nn1
→ 57.2 | i | 0.0342
COc1cc(-c2cc(C(=O)O)c3[nH]c(C)nc3n2)cc(OC)c1O
→ 50.1 | i | 0.0794
O=C(NCC(O)c1cccc2ccccc12)c1ccc(OC(F)(F)F)cc1 (centres undefined)
→ 48.1 | i | 0.0848
COc1cccc(N2CCCn3c2nc2c3c(=O)n(Cc3cccc(C)c3)c(=O)n2C)c1
→ 33.6 | i | 0.072
O=C1CC(N2CCN(Cc3ccccc3)CC2)C(=O)N1 (centres undefined)
→ 53.0 | i | 0.0886
COCCCNC(=O)CC1Sc2ccc(C(F)(F)F)cc2NC1=O (centres undefined)
→ 53.3 | i | 0.0701
O=C(Cc1cc(-c2cccs2)on1)Nc1cccc(C(F)(F)F)c1
→ 47.4 | i | 0.105

Some of these compounds in order of their number in AMPAR-TARP mod glutamate slope, ascending:
Below each SMILES – AMPAR-TARP mod glutamate slope | AMPAR-TARP mod | AMPAR-TARP mod agonism max-min
Cn1ccnc1N1CCN(CC(=O)NCc2ccccc2Cl)CC1
→ 32.8 | i | 0.0411
Cc1c(C)n2c3c(=O)n(CC(N)=O)c(=O)n(C)c3nc2n1-c1ccccc1F
→ 34.9 | i | 0.0756
O=C1CC(N2CCN(Cc3ccccc3)CC2)C(=O)N1 (centres undefined)
→ 53.0 | i | 0.0886
O=C(Cc1ccc(NS(=O)(=O)c2cccs2)cc1)N1CCOCC1
→ 59.3 | i | 0.0927

Next section
Below each SMILES – AMPAR-TARP mod glutamate slope | AMPAR-TARP mod | AMPAR-TARP mod agonism max-min
COC(=O)c1c(NCc2cc(OC)ccc2OC)c2cc(Cl)ccc2[nH]c1=O
→ 74.2 | i | 0.0558
Cc1cc(C(=O)Nc2nccs2)nn1C(C)C
→ 61.3 | i | 0.0972
CCc1nnsc1C(=O)Nc1cc(C)ccc1C
→ 63.4 | i | 0.107
CC(=O)c1cccc(S(=O)(=O)N2CCN(C(=O)c3cnn4ccccc34)CC2)c1
→ 63.3 | i | 0.11
COc1ccc(Cl)cc1C(=O)NCCn1nc(-c2ccccc2)n(C)c1=O
→ 51.5 | i | 0.117
O=C(NCCCSCc1ccccc1)Nc1ncccn1
→ 66.3 | i | 0.0698
COc1ccccc1C(=O)N1CCN(c2ccc(-c3ccc4c(c3)OCO4)nn2)CC1
→ 45.6 | i | 0.0985
COc1cccc(CNC(=O)C(=O)Nc2ccc(F)c([N+](=O)[O-])c2)c1
→ 67.4 | i | 0.1
CCOc1ccc(CC(=O)Nc2ccc3c(c2)CCCN3S(=O)(=O)c2ccc(C)cc2)cc1
→ 103.5* | + | 0.101*
Cc1ccc(N2C(=O)C3C(C2=O)C2(C(C)C)C=CC3(C)CC2)cc1 (centres undefined)
→ 53.1 | i | 0.105
CCOc1ccc(-c2ccc(=O)n(CCNC(=O)COc3ccc(C(=O)c4ccccc4)cc3)n2)cc1
→ 61.7 | i | 0.0445
O=C(Nc1ccc(Br)cc1)c1ccc(=O)n(Cc2cccc([N+](=O)[O-])c2)c1
→ 25.8* | + | 0.124*
O=Cc1coc2ccc(Cl)cc2c1=O
→ 61.5 | i | 0.102
O=C(CCc1csc(NC(=O)c2ccc(Cl)cc2)n1)Nc1ccc(F)cc1
→ 65.1 | i | 0.101
O=C(CCc1ccccc1)Nc1sc2c(c1-c1nc3ccccc3s1)CCCC2
→ 70.5 | i | 0.123
Cc1ccc(CNC(=O)C(=O)Nc2ccc(N3CCCC3=O)c(C)c2)cc1
→ 59.7 | i | 0.102
Cc1ccc(NS(=O)(=O)c2cccc([N+](=O)[O-])c2)cc1N1CCCCC1=O
→ 49.0 | i | 0.0637
COc1cn(CC(=O)Nc2cccc(Cl)c2)c(CSc2nnnn2C)cc1=O
→ 55.3 | i | 0.102
Cc1cc(-c2nnc(NC(=O)c3ccc(Cl)s3)o2)nn1C
→ 44.0 | i | 0.146
O=C(Cc1c[nH]c2ccccc12)N1CCN(c2ccc(N3CCCC3)nn2)CC1
→ 56.8* | + | 0.218*
CC1CN(c2ccc(Oc3ccccc3)cc2)c2nc3c(c(=O)n(C)c(=O)n3C)n2C1 (centres undefined)
→ 39.0 | i | 0.086
O=C(C1CCCN(c2ccc(-c3ccc(Cl)cc3)nn2)C1)N1CCOCC1 (centres undefined)
→ 47.4 | i | 0.144
O=C(Nc1ccc2cn[nH]c2c1)c1ccccc1C(F)(F)F
→ 66.0 | i | 0.107
C#CCn1c(=NC(=O)C2CCCN(S(C)(=O)=O)C2)sc2cc(CC)ccc21 (centres undefined)
→ 32.8 | i | 0.039
COc1ccc(OCC(=O)Nc2ccc3c(c2)N(CCC(C)C)C(=O)C(C)(C)CO3)cc1
→ 75.7 | i | 0.0711
COc1ccc(OCC(O)CN(c2c(C)cc(C)cc2C)S(C)(=O)=O)cc1 (centres undefined)
→ 50.4 | i | 0.165
COc1ccc(-c2c(NCc3ccccc3)oc3c2c(=O)n(C)c(=O)n3C)cc1OC
→ 75.2 | i | 0.108
CCCNC(=O)Cn1nc2c(c1NC(=O)c1cc(-c3ccccc3)on1)CSC2
→ 76.5 | i | 0.0902
Cn1cccc1C(O)CNS(=O)(=O)c1cc(Cl)ccc1Cl (centres undefined)
→ 62.5 | i | 0.142
CCOC(=O)c1cn(C)c2cc(N3CCCC3)c(F)cc2c1=O
→ 43.0 | i | 0.131
CC(C)CCn1c(C2CC(=O)N(Cc3ccccc3)C2)nc2ccccc21 (centres undefined)
→ 54.8* | + | 0.25*
COc1ccccc1OCC(=O)N(CCc1ccccc1)Cc1ccccn1
→ 43.9 | i | 0.0667
C=C(C)Cn1c(N2CCN(CC(N)=O)CC2)nc2c1c(=O)[nH]c(=O)n2C
→ 9.2 | i | 0.0707
Cc1cccc(-n2nc3c(c2NC(=O)C(=O)NCCCN2CCCC2=O)CS(=O)(=O)C3)c1
→ 98.7 | i | 0.075
CC1CNc2ccccc2N(Cc2ccccc2Cl)C1=O (centres undefined)
→ 59.5 | i | 0.117
CC(=O)Nc1nnc(CCS(=O)(=O)c2ccccc2)o1
→ 48.8 | i | 0.0965
COCCN1CCC(CNS(=O)(=O)c2ccc(OC)c(C)c2)CC1
→ 53.0 | i | 0.0567
O=C(NCc1ccc(F)cc1)C(=O)NCC(O)c1ccc(C(F)(F)F)cc1 (centres undefined)
→ 40.6 | i | 0.13
O=C(NCCOc1ccc2nnc(-c3ccccc3)n2n1)C1(c2cccs2)CCCC1
→ 37.2 | i | 0.0363
CCC(CC)C(=O)NCCOc1ccc2nnc(-c3ccc(F)cc3)n2n1
→ 56.2 | i | 0.107
O=C(NCc1ccc(F)cc1)N1CCC(c2nnc(C3CC3)o2)CC1
→ 58.3 | i | 0.0694
CCc1nc(-c2ccc(N3CCN(C(=O)c4cnccn4)CC3)nc2)no1
→ 37.4 | i | 0.156
COc1ccc(S(=O)(=O)N2CCC(C(=O)Nc3cccc(-c4nc5ccccc5o4)c3)CC2)cc1
→ 62.3 | i | 0.113
CCOC(=O)Cc1csc(NC(=O)CCN2C(=O)c3ccccc3S2(=O)=O)n1
→ 64.6 | i | 0.0518
CCOC(=O)Cn1c(=O)c2c(nc3n(-c4ccccc4CC)c(C)c(C)n23)n(C)c1=O
→ 38.9 | i | 0.0267
CCCCOc1ccc(C(=O)Nc2ccc(S(=O)(=O)N3CCN(c4cnccn4)CC3)cc2)cc1
→ 56.1 | i | 0.0927
COc1cccc(NC(=O)N2CCC(c3cccs3)CC2)c1OC
→ 65.8 | i | 0.11
COc1ccc(-c2ccc(=O)n(CCCNC(=O)c3ccco3)n2)cc1
→ 63.6 | i | 0.11
COC(=O)C1=C(CS(=O)(=O)c2ccc(CC(C)C)cc2)NC(=O)NC1c1ccc(O)c(OC)c1 (centres undefined)
→ 52.3 | i | 0.12
O=C(NCc1ccc2c(c1)OCO2)C(=O)Nc1cccc(N2CCCCC2=O)c1
→ 53.9 | i | 0.0518
Cc1ccc2sc(N(CCCn3ccnc3)C(=O)COc3ccccc3)nc2c1C
→ 47.8 | i | 0.0997
O=C(CCCn1c(=S)[nH]c2ccc(Br)cc2c1=O)N1CC=C(c2ccccc2)CC1
→ 80.4 | i | 0.0737
O=C(NNC(=O)c1cccn(Cc2ccc(F)cc2)c1=O)c1cc2ccccc2o1
→ 38.6 | i | 0.0707
Cc1ccccc1C(=O)NCC1CCN(S(C)(=O)=O)CC1
→ 31.9 | i | 0.0617
CCOc1ccc(NC(=O)c2ccc(F)c(S(=O)(=O)N3CCN(c4ccccc4F)CC3)c2)cc1
→ 67.1 | i | 0.105
O=S(=O)(c1cccnc1)N1CCN(CCn2cccn2)CC1
→ 49.9 | i | 0.109
COc1ccc(OC)c2sc(N(CC3CCCO3)C(=O)c3cc(C)no3)nc12 (centres undefined)
→ 41.9 | i | 0.0729
COc1ccccc1N1CCN(C(=O)CN2C(=O)c3ccccc3S2(=O)=O)CC1
→ 37.1 | i | 0.0676
CNC(=O)Cc1ccc(NS(=O)(=O)c2ccc(OC)c(Cl)c2)cc1
→ 38.2 | i | 0.0732
CC(c1ccccc1)N1C(=O)C(O)=C(C(=O)C2CC2)C1c1ccccc1 (centres undefined)
→ 66.1 | i | 0.0959

(list continues)
Below each SMILES – AMPAR-TARP mod glutamate slope | AMPAR-TARP mod | AMPAR-TARP mod agonism max-min
COCCN1CCC(CNS(=O)(=O)c2ccc(OC)cc2)CC1
→ 60.3 | i | 0.0622
CCOc1ccc(Br)cc1S(=O)(=O)/N=C(/N)c1ccccc1
→ 47.8 | i | 0.0672
O=C(CN1CCC(C(=O)NCC2CCCO2)CC1)Nc1ccc(F)cc1 (centres undefined)
→ 58.8 | i | 0.0449
Cc1ccc(NC(=O)C(=O)NCc2ccccn2)cc1N1CCCC1=O
→ 57.2 | i | 0.0465
COc1cc(NC(=O)NCC2(O)CCCC2)cc(OC)c1
→ 62.9 | i | 0.109
Cn1c(C2CC(=O)N(C3CCCCC3)C2)nc2ccccc21 (centres undefined)
→ 54.2 | i | 0.0917
N#CC1(c2cccs2)CCOCC1
→ 53.9 | i | 0.0559
O=C(c1ccc([N+](=O)[O-])o1)N1CCN(Cc2nc(-c3ccco3)cs2)CC1
→ 44.7 | i | 0.135
COc1cccc2sc(N(CCCN(C)C)C(=O)c3cc(C)nn3C)nc12
→ 46.2 | i | 0.0883
CC(C)N(C(=O)c1nc(-c2cnccn2)no1)C(C)C
→ 64.5 | i | 0.112
COc1ccc(CNC(=O)NCC#CCN2CCCCC2)cc1OC
→ 43.8 | i | 0.112
CCCCN1CC(c2nc3ccccc3n2Cc2ccc(C)cc2)CC1=O (centres undefined)
→ 76.2 | i | 0.0738
COc1cccc(S(=O)(=O)Nc2cccc(C(=O)N3CCOCC3)c2)c1
→ 58.1 | i | 0.0493
CCOc1ccccc1NC(=O)c1n[nH]nc1Nc1cccc(F)c1
→ 56.7 | i | 0.111
CS(=O)(=O)N1CCN=C1SCc1ccc(Cl)c(Cl)c1
→ 58.0 | i | 0.127
O=C(NCCN1CCC(c2cccs2)CC1)NCc1ccccc1
→ 55.7 | i | 0.0765
Cc1ccc(-c2ccc(=O)n(CCCNC(=O)Nc3ccc4c(c3)OCCO4)n2)cc1
→ 68.9 | i | 0.096
